MOR-DOR inv ag: inverse agonists of MOR-DOR heterodimerization, primary screen, cell-based, luminescence | Mu-type opioid receptor (Homo sapiens) + Delta-type opioid receptor (Homo sapiens), … | cell-based MOR-DOR heterodimer luminescence, inverse agonism | inhibition, % at 9.3 µM | hit rate 0.21% among 340,000 | AID 504357, 2011; in the data active means inhibition above about 22%, passing the limit was not always enough;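 further: 0% = cells with DMSO and 100% = wells without cells with DMSO; values of inactives mirror those of a sister screen read the other way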
Target sequence (P35372 whole entry, looked up): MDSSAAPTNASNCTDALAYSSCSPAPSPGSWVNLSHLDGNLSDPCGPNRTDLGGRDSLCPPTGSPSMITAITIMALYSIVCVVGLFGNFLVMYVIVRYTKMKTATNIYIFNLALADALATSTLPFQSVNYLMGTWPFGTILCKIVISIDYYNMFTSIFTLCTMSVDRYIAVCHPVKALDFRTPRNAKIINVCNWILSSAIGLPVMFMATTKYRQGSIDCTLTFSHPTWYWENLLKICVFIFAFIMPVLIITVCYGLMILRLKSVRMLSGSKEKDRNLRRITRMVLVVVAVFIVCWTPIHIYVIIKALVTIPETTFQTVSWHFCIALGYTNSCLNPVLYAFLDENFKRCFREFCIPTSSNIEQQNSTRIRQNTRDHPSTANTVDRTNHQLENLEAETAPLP
Target sequence (P41143 whole entry, looked up): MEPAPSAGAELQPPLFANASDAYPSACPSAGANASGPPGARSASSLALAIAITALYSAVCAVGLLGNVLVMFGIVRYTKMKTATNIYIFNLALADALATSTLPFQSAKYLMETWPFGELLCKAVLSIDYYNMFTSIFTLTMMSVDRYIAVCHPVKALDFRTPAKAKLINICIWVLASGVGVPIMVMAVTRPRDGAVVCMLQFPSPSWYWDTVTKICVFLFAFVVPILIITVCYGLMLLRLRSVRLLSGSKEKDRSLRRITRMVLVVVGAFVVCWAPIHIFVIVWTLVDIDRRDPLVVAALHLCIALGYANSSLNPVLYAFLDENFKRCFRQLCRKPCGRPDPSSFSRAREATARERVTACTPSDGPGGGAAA
phage Ecoli inh: growth loss of phage-infected E. coli, primary screen, RecBCD inhibitor project, absorbance, with phage, HTS. hit rate 0.26% among 360,000. inhibition, % at 11.9 µM; in the data active means inhibition above about 11%
PKA-R2B act: activators of PKA-R2B holoenzyme, primary screen, biochemical, fluorescence polarization, Cy5-IP20, human; cAMP-dependent protein kinase catalytic subunit beta (Homo sapiens) + cAMP-dependent …; PKA-R2B holoenzyme dissociation; R2B truncated from residue 108, S112A mutant; 0% DMSO only, 100% 113 µM cGMP; activation, % at 11.4 µM; hit rate 0.079% among 340,000;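 active means activation above a cutoff set at the mean over all compounds plus 3 SD, cut at about 18% in these data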;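 further: higher means more holoenzyme dissociation and a rise in polarization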
OPRM1-OPRD1 ag: agonists of OPRM1-OPRD1 heterodimerization, primary screen, cell-based, luminescence | cells | hit rate 0.3% among 340,000 | Mu-type opioid receptor (Homo sapiens) + Delta-type opioid receptor (Homo sapiens), … | activation, % at 9.3 µM; in the data active means activation above about 18%;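 further: 0% = vehicle-treated cells and 100% = reference agonist; values of inactives mirror those of a sister screen read the other way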
PKA-R1A act: activators of PKA-R1A holoenzyme, primary screen, biochemical, fluorescence polarization, Cy5-IP20, bovine R1A, mouse PKAc; cAMP-dependent protein kinase type I-alpha regulatory subunit (Bos taurus) + …; PKA-R1A dissociation; scaled: DMSO 0%, 113 µM cGMP 100%; activation, % at 11.4 µM; hit rate 0.083% among 340,000; AID 504707, 2011;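 active means percent activation above the mean of all tested compounds plus 3 SD, cut at about 19% in these data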;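 further: higher means more PKAc released from R1A so a rise in polarization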
SUMO Mot1 rescue: yeast Mot1-301 growth rescue at high temperature, primary screen, SUMOylation pathway inhibitor project, S. cerevisiae, ATP luminescence, 38.5C; S. cerevisiae Mot1-301 growth rescue; percent above DMSO median, 100 means doubled; growth rescue, % at 18.8 µM; hit rate 1% among 320,000;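 active means every valid replicate shows activation above 250% relative to neutral control wells; inactive means the rest, any valid replicate at or below 250%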;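 further: OY570 slx delta 5 strain wells were the positive control but not used for scaling; some compounds called inactive have numbers as strong as hits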
PfHsp90 yeast 2: growth inhibition of PfHsp90-expressing yeast, primary screen, antimalarial PfHsp90 inhibitor project, S. cerevisiae, BacTiter-Glo luminescence, single point, set 2; AID 504621, 2011; hit rate 0.32% among 310,000; BacTiter-Glo ATP, 48 h; yeast lacking PDR1 and PDR3 efflux regulators; inhibition, % at 9.4 µM;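 active means every replicate shows inhibition above about 80%, whatever the replicate mean, limit read from the data; inconclusive means mean inhibition reaches the set limit but some replicate falls short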;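 further: 0% = DMSO neutral controls and 100% = 20 µM radicicol positive controls; yeast relying on Plasmodium falciparum Hsp90 in place of its own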
HTR5A inv ag: HTR5A inverse agonists in luminescence cell assay, primary screen, counter-screen for OPRM1-OPRD1 heterodimer inverse agonist project, full-deck HTS. 5-hydroxytryptamine receptor 5A (Homo sapiens), P47898. HTR5A cell line, inverse agonism. inhibition, % at 9.3 µM. hit rate 0.083% among 340,000. AID 504634, 2011; in the data active means inhibition mostly above about 23%, no sharp cut-off; inactive means mostly below about 18%;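 further: 0% = cells with DMSO and 100% = no-cell wells with DMSO; some compounds called inactive have numbers as strong as hits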
Ecoli viability: E. coli V3065 growth inhibition, primary screen, counter-screen for AddAB inhibitor project, absorbance, OD600 | 18 h | inhibition, % at 11.9 µM | hit rate 0.27% among 330,000;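 active means inhibition above the campaign's mean inhibition across all tested compounds plus 3 SD, cut at about 9.9% in these data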;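 further: uninfected addAB+ strain grown without phage in ampicillin broth; 0% = DMSO wells and 100% = ciprofloxacin 0.95 µg/ml wells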
Tat export inh: E. coli Tat export inhibitors, primary screen, MC4100, TorA-mCherry reporter, fluorescence, single point | inhibition, % at 10 µM | hit rate 0.036% among 340,000 | AID 488895, 2010;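 active means mean replicate inhibition at least 50% and at least half of replicates individually reaching 50%; inconclusive means only one of the two criteria met; inactive means neither criterion met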;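 further: exported cargo escapes ClpAP degradation while cytoplasmic cargo is degraded and loses fluorescence; 0% = median of neutral control wells and 100% = median of NaSCN control wells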
AddAB inh: growth inhibition of E. coli expressing H. pylori AddAB, primary screen, AddAB inhibitor project, absorbance; inhibition, % at 11.9 µM; hit rate 0.29% among 330,000; in the data active means inhibition above about 12%;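 further: 0% = vehicle wells of infected cells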
* marks the source's active call; other numbers are inactive results; ? = inconclusive; . = no result given.

Codes: A = MOR-DOR inv ag; B = phage Ecoli inh; C = PKA-R2B act; D = OPRM1-OPRD1 ag; E = PKA-R1A act; F = SUMO Mot1 rescue; G = PfHsp90 yeast 2; H = HTR5A inv ag; I = Ecoli viability; J = Tat export inh; K = AddAB inh
Cc1ccc(/C=C2\SC(=S)N(CCC(=O)NNC(=O)c3cccnc3)C2=O)cc1
  A = 19; B = 1.2; C = -12; D = -3.8; E = -10; F = 4; G = 0; H = 5; I = -1.6; J = 8; K = -0.1
Cc1ccc(SCc2[nH]nc3c2C(C(C)C)C(C#N)=C(N)O3)cc1 (stereo unspecified)
  A = -24; B = 1.4; C = -2; D = 4.6; E = 6; F = 132; G = -7; H = -18; I = 2.3; J = -5; K = 3.4
O=C(Nn1cnnc1)c1ccc(F)c(S(=O)(=O)N2CCCCC2)c1
  A = 14; B = 2.8; C = -2; D = -2.6; E = -2; F = .; G = 11; H = -3; I = -0.9; J = -1; K = 0.3
CCOC(=O)C(C#N)=CN1CCNc2ccccc21
  A = -5; B = 2.9; C = 13; D = 1.1; E = -4; F = .; G = -2; H = -12; I = .; J = -6; K = .
CC(C(=O)N1CCOCC1)n1cc([N+](=O)[O-])cn1 (stereo unspecified)
  A = 16; B = 1.1; C = 3; D = -3.4; E = -6; F = 3; G = 5; H = 35; I = -2.7; J = 3; K = -0.7
CCOc1cc(/C=N\NC(=O)c2ccc(NC(=O)C(C)(C)C)cc2)ccc1OC(=O)c1ccc(OC)cc1
  A = 10; B = 1.1; C = -11; D = -1.8; E = -5; F = -6; G = -41; H = -4; I = 2.7; J = 6; K = 1.6
O=C(Cc1ccccc1)NCCSCc1ccc(Cl)cc1
  A = 9; B = 4.9; C = 2; D = -1.6; E = -5; F = 22; G = 23; H = -1; I = -0.8; J = 1; K = 1.7
C=C1C(=O)OC2C=C(CO)CCC=C(CO)CC(OC(=O)C(C)C)C12 (stereo unspecified)
  A = 13; B = 1.6; C = -10; D = -2.5; E = 0; F = .; G = -7; H = 0; I = .; J = -10; K = .
CC(Sc1ccc(S(=O)(=O)N2CCN(C)CC2)cn1)C(=O)NC1CCCCC1 (stereo unspecified)
  A = 2; B = 5.6; C = 9; D = -0.6; E = 3; F = 14; G = -23; H = 4; I = -2.8; J = 8; K = -2.3
Cc1cc(C(=O)COC(=O)c2cccnc2Cl)c(C)n1-c1c(C)n(C)n(-c2ccccc2)c1=O
  A = -3; B = 2.8; C = 0; D = 0.4; E = 1; F = 21; G = 6; H = -4; I = 0.9; J = -8; K = 0.8
CCN(CC)CCCN(C(=O)c1ccco1)c1nc(-c2ccc(Cl)cc2)cs1
  A = -21; B = -0.8; C = 5; D = 4.5; E = -6; F = 4; G = -4; H = -25; I = -0.7; J = -4; K = 1.9
COc1ccc(CN2Cc3cccc4c3[C@@H](CC2=O)[C@H](O)[C@H](O)C4)cc1
  A = 6; B = 1.6; C = -7; D = -1.0; E = 8; F = 2; G = -2; H = -13; I = -1.1; J = -1; K = 2.6
Cc1ccc(S(=O)(=O)N2CCN(c3ncnc4scc(-c5ccccc5)c34)CC2)cc1
  A = 6; B = 0.8; C = -4; D = -1.4; E = 0; F = -7; G = -2; H = 10; I = 0.3; J = 5; K = 3.3
COc1ccc(/C(C)=N/NC(=O)CNC(=O)c2cccs2)cc1
  A = 1; B = 4.7; C = 3; D = -0.2; E = 9; F = -6; G = -2; H = -7; I = -0.8; J = -2; K = 3.4
CCCC(=O)Nc1cc2c3c(c1)CCN3C(=O)CC2
  A = 21; B = 1.6; C = -7; D = -4.2; E = -3; F = 4; G = 8; H = 10; I = -0.3; J = -1; K = 1.0
CC(Oc1ccc(Br)cc1)C(=O)Nc1ccc(S(=O)(=O)N(C)C2CCN(C)CC2)cc1 (stereo unspecified)
  A = -10; B = 2.7; C = -6; D = 1.6; E = -21; F = 6; G = .; H = -6; I = -1.7; J = -1; K = -0.8
Cc1ccc(SC(C)C(=O)NCc2ccncc2)cc1 (stereo unspecified)
  A = 17; B = -1.5; C = -5; D = -3.5; E = 0; F = 156; G = -14; H = -2; I = 1.4; J = -14; K = 1.7
Fc1ccc(N2CCN(c3nc(CN4CCOCC4)nc4scc(-c5ccccc5)c34)CC2)cc1
  A = -15; B = 0.5; C = -7; D = 2.1; E = 13; F = 159; G = -9; H = 3; I = -4.6; J = 14; K = -1.9
COc1ccc(-c2csc(NC(=O)Cc3ccccc3)n2)cc1OC
  A = 2; B = 5.4; C = 16; D = -0.3; E = -1; F = 48; G = -12; H = -19; I = 1.8; J = -7; K = 2.9
CC(=O)C(CC(=O)N1CCCc2ccccc21)C(=O)Nc1ccc(F)cc1 (stereo unspecified)
  A = 8; B = 3.0; C = -1; D = -1.5; E = -1; F = 10; G = 11; H = 6; I = 0.5; J = 16; K = -0.2
O=C(NC1CCCc2c1cnn2-c1cc(F)cc(F)c1)c1ccncc1 (stereo unspecified)
  A = 0; B = 1.5; C = 1; D = -0.1; E = -1; F = -9; G = -10; H = 6; I = -0.2; J = -4; K = 3.0
C=CCSc1nnc2c(n1)OC(C)=Nc1ccc(Br)cc1-2
  A = 13; B = 4.1; C = -3; D = -2.6; E = -11; F = -5; G = -48; H = 19; I = -0.6; J = -15; K = 5.1
Cc1ccc(-c2nn(C)c(=O)c3ccccc23)cc1CNC(=O)NC1CCCCC1
  A = 10; B = 1.3; C = -3; D = -1.9; E = -1; F = 370; G = -11; H = 13; I = -1.1; J = 1; K = -1.0
Fc1ccc(OCCn2cnc(Cl)c2Cl)cc1
  A = 10; B = 1.6; C = -3; D = -1.9; E = -4; F = 136; G = 7; H = 5; I = 0.0; J = 8; K = -1.0
Cc1ccc2sc(N(CCCN(C)C)C(=O)CN3C(=O)c4ccccc4C3=O)nc2c1C
  A = -4; B = -0.7; C = 8; D = 0.9; E = 1; F = .; G = 18; H = -7; I = -1.6; J = -7; K = 2.5

4 entries from above in another layout.
Each structure is followed by: MOR-DOR inv ag | phage Ecoli inh | PKA-R2B act | OPRM1-OPRD1 ag | PKA-R1A act | SUMO Mot1 rescue | PfHsp90 yeast 2 | HTR5A inv ag | Ecoli viability | Tat export inh | AddAB inh
CCOC(=O)C(C#N)=CN1CCNc2ccccc21
→ -5 | 2.9 | 13 | 1.1 | -4 | . | -2 | -12 | . | -6 | .
CC(C(=O)N1CCOCC1)n1cc([N+](=O)[O-])cn1 (stereo unspecified)
→ 16 | 1.1 | 3 | -3.4 | -6 | 3 | 5 | 35 | -2.7 | 3 | -0.7
CCOc1cc(/C=N\NC(=O)c2ccc(NC(=O)C(C)(C)C)cc2)ccc1OC(=O)c1ccc(OC)cc1
→ 10 | 1.1 | -11 | -1.8 | -5 | -6 | -41 | -4 | 2.7 | 6 | 1.6
O=C(Cc1ccccc1)NCCSCc1ccc(Cl)cc1
→ 9 | 4.9 | 2 | -1.6 | -5 | 22 | 23 | -1 | -0.8 | 1 | 1.7

Other structures.
Codes: A = MOR-DOR inv ag; B = phage Ecoli inh; C = PKA-R2B act; D = OPRM1-OPRD1 ag; E = PKA-R1A act; F = SUMO Mot1 rescue; G = PfHsp90 yeast 2; H = HTR5A inv ag; I = Ecoli viability; J = Tat export inh; K = AddAB inh
CCOc1ccc(NC(=S)NC(=O)/C=C/c2ccc(Br)cc2)c([N+](=O)[O-])c1
  A = 9; B = 2.5; C = -5; D = -1.7; E = -27; F = 5; G = 4; H = -14; I = 0.4; J = 10; K = 0.6
COc1cc(OC)cc(-c2cc3ccc(OC)cc3cn2)c1
  A = 4; B = 2.4; C = -9; D = -0.7; E = -13; F = -33; G = 23; H = 9; I = 0.7; J = 23; K = 1.4
O=C(NC1CCS(=O)(=O)C1)c1ccc(N2CCCCC2)c([N+](=O)[O-])c1 (stereo unspecified)
  A = 13; B = 2.8; C = 17; D = -2.6; E = 2; F = -5; G = 35; H = 16; I = 2.6; J = -3; K = 0.1
Cc1ccc(NC(=O)C(c2ccc(Cl)cc2)N2CCCCC2)cc1 (stereo unspecified)
  A = 3; B = 3.0; C = 12; D = -0.5; E = -7; F = .; G = .; H = 8; I = .; J = ?; K = .
CCOC(=O)c1cc(-c2ccccc2)n(CC(=O)NC(C)(C)C)c1C
  A = -9; B = 1.2; C = -10; D = 1.2; E = -1; F = -8; G = 9; H = 0; I = 0.3; J = -3; K = -1.4
CCCCN(CC)C(=O)c1ccc(-c2ccccc2)cc1
  A = 0; B = 3.8; C = 10; D = 0.1; E = 10; F = 27; G = -4; H = 19; I = -0.7; J = 0; K = 1.6
O=C(O)c1ccc(/C=N/NC(=O)c2ccc(F)cc2)cc1
  A = 18; B = 0.9; C = -1; D = -3.4; E = 2; F = -2; G = -8; H = -2; I = -1.1; J = 0; K = -1.0
Cc1ccc(SC[C@H](C)CN2CC[C@H](C)CCC2=O)cc1
  A = 1; B = 1.8; C = -16; D = -0.3; E = -6; F = 460*; G = -3; H = -12; I = -1.0; J = 8; K = 3.9
Cc1ccc(S(=O)(=O)CCC(=O)N2CCN(c3ccccc3F)CC2)cc1
  A = 7; B = 0.3; C = 6; D = -1.4; E = 9; F = 413; G = -32; H = 23; I = -0.1; J = 3; K = 1.7
COC(=O)c1ccccc1NC(=O)CNc1ccc(F)c(S(=O)(=O)N2CCOCC2)c1
  A = 2; B = 1.9; C = 0; D = -0.4; E = -14; F = 9; G = .; H = 1; I = -0.2; J = 3; K = 3.5
COc1cccc(C(=O)c2c(C)c(CCC#N)n3ccccc23)c1
  A = 16; B = 2.7; C = -10; D = -3.2; E = -3; F = .; G = -9; H = 7; I = 2.5; J = -12; K = 2.0
O=C(c1cc(-c2ccccc2Cl)nc2ccc(Br)cc12)N1CCN(c2ccccn2)CC1
  A = -13; B = 2.6; C = 11; D = 2.4; E = -12; F = 234; G = -6; H = 7; I = -1.7; J = 2; K = 2.6
Cc1cc(NC(=O)CSc2nc3c(c(=O)n2Cc2ccccc2)SC(C)C3)no1 (stereo unspecified)
  A = 1; B = -1.1; C = -1; D = -0.1; E = -8; F = 8; G = 10; H = -20; I = -1.7; J = -4; K = -0.8
CC1(c2ccccc2)NC(=O)N(CC(=O)NCc2cccc(Cl)c2)C1=O (stereo unspecified)
  A = -16; B = 0.2; C = 2; D = 1.9; E = -3; F = -6; G = -12; H = -2; I = 0.2; J = -3; K = 3.9

Compound activity (PubChem)
